# Giardia killer: Small Molecules that selectively kill Giardia lamblia: qHTS. Giardia lamblia trophozoite viability. activity change, % at 7.66 µM, hits read low. 0.15% of 340,000 active. AID 540267, 2011; in the data active means activity change below about -80%; inconclusive means between about -30% and that limit;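 further: parasites exposed to compound for two days anaerobically before the ATP read; on the % scale 0 is the no-effect control and ±100 the full control effect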
#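 Giardia lamblia trophozoites (100 cells/well) were incubated with compounds for 48 h at 37 deg C under anaerobic conditions. Viability was read as ATP content by one-step luminescence after 15-30 min at room temperature.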
# Menin MLL FP TR: qHTS Assay for Inhibitors Targeting the Menin-MLL Interaction in MLL Related Leukemias: Competition With Texas Red Labeled MLL-derived Mutant Peptide | Menin + Texas Red MLL mutant peptide, fluorescence polarization | O00255 | 0.23% of 270,000 active | Potency, µM (series often up to 61.6 µM), for inactives: top-dose FP activity change, negative = inhibition, hits mostly inhibitors; active means well fitted inhibition curve with a large enough effect in the polarisation, with a control signal flat, not every such curve was filed as active; inconclusive means small, poorly fitted or top-dose-only effect, or effect the other way, or a change in a side signal; inactive means no such curve, though single readings can be large or run the other way; the % refers to the polarisation; further: potency means the concentration at half of the fitted maximal effect; % of control where 0% means no effect; many of its hits are not listed in these tables
# B2AR arrestin: qHTS assay of beta-arrestin-biased ligands of beta2-adrenergic receptor; Beta-2 adrenergic receptor (Homo sapiens), P07550; beta-arrestin recruitment to beta2AR, cell-based reporter; Potency, µM (doses to about 46.1 µM), for the others: at the top dose activation, most hits filed as activators; 0.02% of 330,000 active; AID 492947, 2010;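 further: potency means the concentration at half of the fitted maximal effect; 0% = DMSO controls and full agonism = EC100 isoproterenol or metaproterenol; nearly all actives have a fitted effect of over 65% in size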
# BCR signal inh: qHTS Assay to Find Inhibitors of Chronic Active B-Cell Receptor Signaling | ABC-DLBCL IkBa-CBG/CBR reporter, luminescence ratio, 4 h | Potency, µM (highest dose often 46.1 µM), for inactives: at the top dose ratio change, negative = lower green/red ratio, usual class: inhibitors | 0.05% of 340,000 active | AID 493014, 2011; active means well fitted inhibition curve with a large enough effect in the signal ratio, with a control signal flat, not every such curve was filed as active; inconclusive means small, poorly fitted or top-dose-only effect, or effect the other way, or a change in a side signal; the % refers to the signal ratio;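 further: potency means the concentration at half of the fitted maximal effect; plate controls were basal doxycycline-induced cells for no effect and cells given 10 µM MG132 for full effect; MG132 reads +100%, hits lower the ratio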
#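 TMD8 ABC-DLBCL cells carrying doxycycline-inducible green luciferase fused to IkappaBalpha plus unfused red luciferase were exposed to compounds (up to 46 uM) for 4 hrs at 37C. Activity came from the overlap-corrected green/red luminescence ratio.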
# S-ASM inh: Inhibitors of Secretory Acid Sphingomyelinase (S-ASM): qHTS | Sphingomyelin phosphodiesterase (Homo sapiens), P17405 | placental ASM, HMU-PC fluorogenic substrate, 60 min | Potency, µM (titrated, usually from 57.5 µM), inactives show at the highest dose activity change, negative = inhibition, most hits filed as inhibitors | 0.006% of 340,000 active | AID 504937, 2011; further: potency means the concentration at half of the fitted maximal effect
# Target sequence (P17405 47-631 limits assumed): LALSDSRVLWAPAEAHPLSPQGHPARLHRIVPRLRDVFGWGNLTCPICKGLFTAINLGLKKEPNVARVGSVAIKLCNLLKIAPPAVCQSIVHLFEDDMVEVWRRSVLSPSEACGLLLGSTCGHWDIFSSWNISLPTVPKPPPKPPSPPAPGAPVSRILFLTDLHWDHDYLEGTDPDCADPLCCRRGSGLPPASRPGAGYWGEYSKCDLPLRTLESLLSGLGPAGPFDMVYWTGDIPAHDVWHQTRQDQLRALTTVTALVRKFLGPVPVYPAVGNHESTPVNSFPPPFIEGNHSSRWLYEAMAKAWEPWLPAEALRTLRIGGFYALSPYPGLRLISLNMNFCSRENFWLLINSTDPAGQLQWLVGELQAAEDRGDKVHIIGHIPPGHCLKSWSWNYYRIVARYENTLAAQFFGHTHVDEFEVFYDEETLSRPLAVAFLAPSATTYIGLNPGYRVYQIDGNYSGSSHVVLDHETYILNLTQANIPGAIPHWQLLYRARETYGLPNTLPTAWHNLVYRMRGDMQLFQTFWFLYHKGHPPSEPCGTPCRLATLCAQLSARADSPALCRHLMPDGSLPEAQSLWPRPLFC
#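 Human placenta-derived ASM enzyme was preincubated with compound for 10 minutes at room temperature, then given fluorogenic substrate HMU-PC0 (9 uM final) for 60 minutes at 37 °C; a pH 10 stop preceded fluorescence reading at Ex 386/Em 447 nm.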
# GALK inhibitor: qHTS Assay for Inhibitors of Human Galactokinase (GALK) | Potency, µM (top dose mostly 57.5 µM), for inactives: at the top dose activity change, negative = inhibition, hits mostly inhibitors | Purified GALK, Kinase-Glo residual ATP luminescence | P51570 | AID 1868, 2009 | 0.007% of 270,000 active; further: potency means the concentration at half of the fitted maximal effect; on the % scale 0 is the no-effect control and ±100 the full control effect
#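 Galactose (100 uM) and ATP (35 uM) were turned over by 5 nM GALK for 1 h at RT. Kinase-Glo Plus then converted the remaining ATP into a luminescent signal.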
# PKM2 activator: qHTS Assay for Activators of Human Muscle isoform 2 Pyruvate Kinase; Pyruvate kinase PKM (Homo sapiens), P14618; purified PKM2, Kinase-Glo ATP luminescence, activation; response scale: 0% is enzyme alone, no compound; Potency, µM (top dose mostly 57.5 µM), for inactives: top-dose activation, most hits filed as activators; 0.34% of 260,000 active; AID 1631, 2009; further: potency means the concentration at half of the fitted maximal effect; on the % scale 0 is the no-effect control and ±100 the full control effect; nearly all actives have a fitted effect of over 55% in size
#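 hPK-M2, >95% pure; 0.1 mM ADP / 0.5 mM PEP final; imidazole pH7.2 buffer w/ 7 mM MgCl2, 50 mM KCl; 1 h RT; Kinase-Glo lum. Intermediate enzyme activity for dual inhibitor/activator qHTS.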
# Integrin act MD: qHTS for Activators of Integrin-Mediated Alleviation for Muscular Dystrophy. alpha7betagal myoblasts, beta-gal FDG fluorescence, 48 h. 0.064% of 350,000 active. AID 624291, 2012. Potency, µM (doses to about 38.3 µM), for inactives: at the top dose activation, hits mostly activators;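 further: potency means the concentration at half of the fitted maximal effect; 100% = response of the positive control SU9516; nearly all actives have a fitted effect of over 60% in size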
#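 Alpha7betagal+/- myoblasts (passage 13) were plated 16-24 hr, then exposed to compounds (1:260 dilution of DMSO stock) for 48 hours at 37C. After MPER lysis, β-galactosidase reporter activity was read as FDG fluorescence (ex 480/em 540) after 30 minutes.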
# TSG101-PTAP inh: qHTS Assay for Iinhibitors of HIV-1 Budding by Blocking the Interaction of PTAP/TSG101 | Potency, µM (highest dose often 115 µM), without a hit: at the top dose activity change, negative = inhibition, usual class: inhibitors | AID 493005, 2010 | Fluorescence polarization, FITC-PTAP peptide / Tsg101 binding | Tumor susceptibility gene 101 protein (Homo sapiens), Q99816 | 340,000 tested, under 10 active; active means well fitted inhibition curve with a large enough effect in the main read-out, with a control signal flat, not every such curve was filed as active; inconclusive means small, poorly fitted or top-dose-only effect, or effect the other way, or a change in a side signal; inactive means no such curve, though single readings can be large or run the other way; further: potency means the concentration at half of the fitted maximal effect; % of control where 0% means no effect
#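 Tsg101 binding domain (10 uM final) was mixed with compound and a FITC-labeled PTAP peptide (50 nM final) in HEPES pH 7.5 buffer with NaCl, Tween 20, EDTA and TCEP; fluorescence polarization was read after 20 min at r.t.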
# Coupling enz: qHTS Assay for Inhibitors of Fructose-1,6-bisphosphate Aldolase from Giardia Lamblia: Coupling assay counterscreen; coupling enzyme system counterscreen, AmpLite Red fluorescence; activity change, negative = inhibition, % at 58.2 µM, hits read low; 0.67% of 290,000 active; in the data active means activity change below about -30%; further: on the % scale 0 is the no-effect control and ±100 the full control effect
#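 Coupling enzymes only (glyceraldehyde-3-phosphate) + compound, at 57.5 uM final, 10 min RT; add substrate/coupling/AmpLite Red mix, 20 min RT; fluorescence ex 525/em 598 nm. Actives flag coupling-system interference.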
# Tb PFK block: qHTS Assay to Find Inhibitors of T. brucei phosphofructokinase; ATP-dependent 6-phosphofructokinase (Trypanosoma brucei brucei), O15648; T. brucei PFK, ADP-Glo luminescence; Potency, µM (top dose mostly 57.5 µM), inactives show at the top dose activity, negative = inhibition, actives largely listed as inhibitors; 0.17% of 330,000 active;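 further: potency means the concentration at half of the fitted maximal effect; 0% = uninhibited 1x PFK enzyme wells and -100% = no-enzyme wells; nearly all actives have a fitted effect of over 60% in size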
# Target sequence (O15648 whole entry, looked up): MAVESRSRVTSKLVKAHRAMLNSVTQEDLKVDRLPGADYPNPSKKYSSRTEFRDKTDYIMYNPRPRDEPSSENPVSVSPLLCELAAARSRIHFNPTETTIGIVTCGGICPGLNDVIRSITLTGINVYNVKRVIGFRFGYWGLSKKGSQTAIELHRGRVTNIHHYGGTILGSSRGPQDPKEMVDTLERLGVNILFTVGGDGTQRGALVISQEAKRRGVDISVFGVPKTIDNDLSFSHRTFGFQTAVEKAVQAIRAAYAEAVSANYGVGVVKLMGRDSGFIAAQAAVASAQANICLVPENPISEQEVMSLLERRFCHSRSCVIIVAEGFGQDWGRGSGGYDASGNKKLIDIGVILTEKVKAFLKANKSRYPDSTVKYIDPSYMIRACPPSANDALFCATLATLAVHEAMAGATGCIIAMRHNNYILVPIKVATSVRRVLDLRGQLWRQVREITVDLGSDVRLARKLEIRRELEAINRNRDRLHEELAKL
#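 Luminescent ADP detection (ADP-Glo, two-step: ATP depletion then ADP-to-ATP conversion for luciferase) reported PFK activity after 45 min room-temperature reaction of 1.25 nM enzyme with 0.5 mM F6P and 0.1 mM ATP at pH 8.0.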
# * = called active by the depositor; i = inactive; ? = inconclusive; / = not tested or not shown; [ ] = another dose, or the depositor's remark. Unless noted, the call rests on the fitted dose curve; in most records, active means well fitted curve in the direction sought with a large enough effect; inconclusive means small, poorly fitted or top-dose-only effect, or another doubt; inactive means no such curve, though single readings can be large; an effect the other way counts as inactive or inconclusive. Some of the compounds tested (hit frequency here may not be typical).
smiles,Giardia killer,Menin MLL FP TR,B2AR arrestin,BCR signal inh,S-ASM inh,GALK inhibitor,PKM2 activator,Integrin act MD,TSG101-PTAP inh,Coupling enz,Tb PFK block
O=C(N/N=C/c1ccc(F)cc1)c1ccc(Br)cc1,-10,?,-0.5%,?,-1%,-2%,-1%,20%,-5%,-1,-2%
O=C(N/C=N/OCc1ccc(Cl)cc1Cl)NOCc1ncc(C(F)(F)F)cc1Cl,-6,7%,-0.7%,?,-1%,-4%,1%,9%,-10%,1,-1%
Cc1nn(C)c(C)c1S(=O)(=O)N(CC(=O)N1CCc2ccccc2C1)c1ccc(C(C)C)cc1,2,?,0.0%,8%,-1%,1%,16%,-18%,1%,0,-1%
CCn1c(CC(=O)Nc2ccccc2)nnc1SCc1nc2ccccc2c(=O)[nH]1,-3,/,-0.1%,-6%,2%,4%,-3%,42%,1%,2,2%
O=C(Nc1nnc(C2=COCCO2)o1)c1ccc(Cc2ccccc2)cc1,18,?,0.0%,0%,-1%,1%,2%,-16%,-1%,10,-8%
COc1ccc(OC)c(S(=O)(=O)Nc2cccc(C(C)=O)c2)c1,2,14%,-0.4%,-11%,-1%,0%,-2%,16%,-1%,2,-1%
Cc1ccc(C(CC(=O)NCc2ccco2)c2ccc(OC(C)C)cc2)cc1 (stereo not given),20,13%,4.4%,?,-7%,4%,5%,11%,-12%,-2,-1%
Cc1cccc(N(CC(=O)Nc2ccc(F)cc2)S(C)(=O)=O)c1,12,-2%,-0.3%,?,3%,0%,0%,3%,1%,2,4%
C=CCSc1nc(Oc2ccccc2)c2sccc2n1,-5,2%,-3.8%,?,-13%,-2%,-3%,-6%,-2%,0,-2%
O=C(Nc1ncc(S(=O)(=O)c2ccc([N+](=O)[O-])cc2)s1)c1ccc2ccccc2c1,-1,?,-1.7%,2%,-3%,-2%,3%,13%,-4%,3,-1%
O=C(NC1=NCCS1)c1cccc(S(=O)(=O)N2CCCCC2)c1,/,8%,-0.3%,-9%,/,1%,2%,/,/,2,-6%
C=CCNC(=O)c1ccccc1NS(=O)(=O)c1ccccc1,-21,14%,-0.3%,-6%,0%,1%,3%,12%,1%,-6,0%
CCOc1ccc(NS(=O)(=O)c2cc(NC(=O)CCC(=O)c3cccs3)ccc2Cl)cc1,-10,?,0.3%,?,-8%,2%,-10%,2%,-2%,0,0%
CC1CCCN(CCCNC(=O)c2cc3c(s2)-c2ccccc2OC3)C1 (stereo not given),-20,-5%,0.6%,?,i,3%,/,-15%,0%,0,-1%
CCN(CC)C(=O)CSc1nnc(-c2ccccc2)n1-c1ccccc1,-1,-17%,0.3%,1%,0%,0%,0%,-14%,-3%,0,-4%
CC(C)CC(=O)NC(=S)Nc1ccc(S(=O)(=O)N2CCN(C)CC2)cc1,-8,-11%,-0.4%,2%,-5%,0%,-8%,16%,-3%,0,-2%
O=C(NC(=S)NC1CCSC1=O)c1ccccc1Cl (stereo not given),6,2%,0.4%,-16%,0%,-2%,-7%,-9%,-9%,1,0%
Cc1oc(-c2cccs2)nc1CNC[C@H]1O[C@@H](n2cnc3c(N)ncnc32)[C@H](O)[C@@H]1O,19,/,-0.3%,-7%,5%,/,/,-9%,-5%,/,0%
COc1ccccc1CNC(=O)C(=O)NCC1OCCN1S(=O)(=O)c1cccs1 (stereo not given),-17,/,0.1%,?,1%,1%,3%,21%,0%,1,-6%
Cc1cc([N+](=O)[O-])nn1CCCC(=O)Nc1sc2c(c1C(N)=O)CCCC2,5,0%,-0.3%,-2%,-5%,0%,1%,21%,-1%,2,?
CN(c1ccc(C(=O)N2CCCCC2)cc1)S(C)(=O)=O,-1,-1%,0.0%,?,1%,-3%,0%,8%,-7%,0,-9%
O=S(=O)(Nc1ncnc2sc3c(c12)CCC3)c1cc(F)ccc1F,28,/,-0.8%,-2%,-2%,/,1%,0%,-2%,4,-3%
CCOc1ccc2nc(/N=C/c3nc(-c4ccccc4)oc3O)sc2c1,-24,19%,-0.4%,7%,-1%,-2%,4%,-5%,-7%,1,-3%
C=CCn1c(SCCOc2ccccc2)nnc1C(C)NC(=O)c1ccccc1 (stereo not given),4,-2%,-0.8%,2%,4%,0%,8%,1%,1%,1,0%
O=C(NCc1ccc(F)cc1)c1ccc(CS(=O)(=O)c2ccc(Br)cc2)o1,1,/,2.7%,?,-7%,0%,3%,-21%,-9%,2,1%
O=C(Nc1ccc(F)cc1)Nc1nnc(-c2ccccc2)o1,5,-6%,-0.2%,2%,-3%,0%,-6%,5%,-1%,2,0%
N#CCC(=O)NNC(=S)Nc1ccccc1C(F)(F)F,1,29%,0.0%,5%,0%,-1%,-2%,-23%,1%,6,2%
CC1CCN(S(=O)(=O)c2ccc3c(c2)CCN3C(=O)CCC(=O)O)CC1,-4,18%,-0.3%,6%,-2%,-2%,-4%,-1%,-9%,8,7%
COc1ccc(NC(=S)NCCCN2CCN(C3CCCCC3)CC2)cc1,10,-8%,-1.9%,3%,6%,-1%,-9%,-18%,-8%,4,1%
CC(=O)c1ccc(NC(=O)NNS(=O)(=O)c2ccc([N+](=O)[O-])cc2)cc1,-20,/,0.4%,0%,-2%,-2%,3%,3%,-8%,/,1%
O=S(=O)(c1ccc2c(c1)C(=NO)c1cc(S(=O)(=O)N3CCCCC3)ccc1-2)N1CCCCC1,-16,-7%,-0.1%,?,0%,-3%,7%,-13%,-2%,-6,-1%
CCOC(=O)C1=CNS(=O)(=O)NC1c1cccc(O)c1 (stereo not given),-3,/,-1.3%,2%,14%,/,/,-7%,6%,/,-7%
CNC(=O)c1c(C)nc(SCC(=O)NCc2ccc(OC)cc2)c(C#N)c1-c1ccco1,13,1%,0.2%,-1%,0%,3%,-1%,3%,1%,5,5%
Cc1cc(-c2n[nH]c(=S)n2-c2ccccc2C)cs1,-12,0%,-0.6%,?,0%,2%,-15%,-28%,0%,2,-3%
Cc1cccc(N(C)S(=O)(=O)c2cc3c(cc2C)n(C)c(=O)c(=O)n3C)c1,-12,-15%,-0.1%,18%,0%,/,10µM*,25%,-1%,-1,-2%
COc1ccc([N+](=O)[O-])cc1/C=N/NC(=O)/C(=C\c1cccs1)NC(=O)c1ccccc1,0,51%[activator],0.3%,1%,-3%,-3%,3%,-29%,-6%,-42*,2%
CC1CCCCC1NC(=O)COC(=O)c1ccc([N+](=O)[O-])o1 (stereo not given),-26,/,-0.2%,11%,0%,/,/,?,-4%,/,-4%
CCS(=O)(=O)N1Cc2ccccc2CC1C(=O)Nc1ccc(OC)cc1OC (stereo not given),-11,-18%,0.8%,-9%,-2%,-2%,/,7%,-1%,-2,3%
CCN(CC(=O)NC1CCCC1)S(=O)(=O)c1ccc(F)cc1,-9,-5%,-0.2%,?,-1%,-7%,3%,?,0%,-7,3%
O=C(Nc1c2c(nn1-c1ccccc1)CS(=O)C2)c1ccco1 (stereo not given),-16,/,-0.3%,2%,/,-5%,1%,1%,-2%,/,1%
Cc1ccc(C(=O)O/N=C/c2ccc3c(c2)OCO3)cc1,-12,17%,-0.1%,-4%,1%,-2%,1%,-1%,-4%,0,1%
CCOC(=O)C(C)Sc1nc2c(cnn2-c2ccc(C)cc2)c(=O)[nH]1 (stereo not given),-13,1%,0.1%,18%,0%,-1%,-9%,-16%,-9%,-1,-1%
CCN(CC)S(=O)(=O)c1ccc2c(c1)oc(=O)n2CC(=O)NC1CCCCC1,3,16%,2.9%,-4%,0%,1%,/,?,2%,-2,-2%
